LANA DNA inh: inhibitors of KSHV LANA C-terminal domain DNA binding | 340,000 tested, 0.078% active | inhibition, % at 9 µM | AID 504423 | MBP-C-LANA/FAM-LBS DNA binding, fluorescence polarization;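 active = highest replicate inhibition at or above 60% at 9 µM, even if other replicates fall short; inactive = all replicates below 60% inhibition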;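 note: 0% = neutral control wells and 100% = 4 µM acridine orange control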
Keap1-Nrf2 PPI: inhibitors of human Keap1-Nrf2 protein-protein interaction | Q14145 | Keap1 Kelch-Nrf2 peptide fluorescence polarization, 1536-well | inhibition, % at 9.4 µM | 340,000 tested, 0.15% active; in the data active = inhibition above about 12%; inconclusive = no clear call, values can overlap the other calls; inactive = below about 7.3%;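 note: human Keap1 Kelch domain with fluorescein labeled Nrf2 9mer peptide probe; 0% = neutral control wells and 100% = peptide positive control; higher means more block of Keap1 binding to Nrf2 peptide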
PKA-R2B activ: PKA-R2B complex activation; P22694+P31323; 340,000 tested, 0.079% active; activation, % at 11.4 µM; AID 504700; PKA-R2B holoenzyme dissociation, Cy5-IP20 fluorescence polarization; R2B truncated from residue 108, S112A mutant; 0% DMSO only, 100% 113 µM cGMP;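 active = activation above a cutoff set at the mean over all compounds plus 3 SD, cut at about 18% in these data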;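 note: higher means more holoenzyme dissociation and a rise in polarization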
Target sequence (P31323 whole entry, looked up, other chains not shown, the tested form may be a part): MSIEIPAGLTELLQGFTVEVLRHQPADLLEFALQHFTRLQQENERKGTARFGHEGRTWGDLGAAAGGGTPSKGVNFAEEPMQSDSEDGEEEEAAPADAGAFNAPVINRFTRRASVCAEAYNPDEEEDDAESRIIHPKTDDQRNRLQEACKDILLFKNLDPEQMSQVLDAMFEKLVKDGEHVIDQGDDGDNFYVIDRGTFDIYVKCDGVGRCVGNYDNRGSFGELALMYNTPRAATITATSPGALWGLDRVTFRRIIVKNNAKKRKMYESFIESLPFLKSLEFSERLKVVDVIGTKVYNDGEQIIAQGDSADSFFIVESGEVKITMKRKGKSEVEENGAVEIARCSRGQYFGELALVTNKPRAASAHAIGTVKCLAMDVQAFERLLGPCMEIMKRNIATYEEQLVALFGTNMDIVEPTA
Rtt109 Vps75: blocks Candida albicans Rtt109/Vps75 acetyltransferase activity; Q5AAJ8; purified Rtt109/Vps75, ThioGlo CoA-SH fluorescence, 4 h; inhibition, % at 34.9 µM; 330,000 tested, 0.16% active; AID 540336;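 active = inhibition of at least 50% in every replicate; inconclusive = best replicate reaches 50% inhibition but some replicates fall short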
CAL PDZ FP-1: inhibitors of human CAL PDZ peptide binding; Q9HD26; purified CAL PDZ, TMR-peptide fluorescence polarization, 1 h; inhibition, % at 20 µM; 330,000 tested, 0.02% active; AID 504414;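 active = highest replicate inhibition of at least 40%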;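 note: plate controls were DMSO neutral control wells for no effect and unlabeled competitor peptide control wells for full effect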
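material = purified tagged CAL PDZ domain construct (CerCALP) | compound dosing = 20 µM, one dose | times = 1 h at RT | measured by = fluorescence polarization from S- and P-plane intensities, G-factor corrected | read-out = inhibition from polarization loss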
SR-BI uptake up: SR-BI HDL lipid transfer activation | activation, % at 12.5 µM | AID 504775 | CHO ldlA[mSR-BI] cells, DiI-HDL uptake fluorescence, 3 h; 100 = double the neutral-control signal | 320,000 tested, 0.096% active;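 active = mean replicate activation of at least 60% and every replicate at or above 60%; inconclusive = mean or all-replicate condition met, but not both; inactive = mean below 60% and not all replicates reaching 60%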;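 note: 0% = median plate neutral-control signal and 100% = twice that signal; values of inactives mirror those of a sister screen read the other way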
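system = CHO ldlA[mSR-BI] cells, LDL receptor-null, SR-BI overexpressing | medium = Ham's F12 with 0.5% BSA, HEPES 25 mM, pH 7.4 | probe or stimulus = DiI-HDL 10 µg/mL | compound dosing = single-point compound dose | incubation = compound exposure 3 h, 37 °C | technique = DiI fluorescence, bottom read | read-out = cell-associated DiI fluorescence as measure of HDL uptake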
DAGLB inhibitor: blocks human DAGLB lipase activity. Q8NCG7. HEK293T DAGLB membrane lysate, EnzChek fluorogenic substrate. inhibition, % at 5.17 µM. 340,000 tested, 0.059% active; in the data active = inhibition above about 34%;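 note: 0% = enzyme with vehicle and 100% = wells lacking enzyme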
Target sequence (Q8NCG7 whole entry, looked up): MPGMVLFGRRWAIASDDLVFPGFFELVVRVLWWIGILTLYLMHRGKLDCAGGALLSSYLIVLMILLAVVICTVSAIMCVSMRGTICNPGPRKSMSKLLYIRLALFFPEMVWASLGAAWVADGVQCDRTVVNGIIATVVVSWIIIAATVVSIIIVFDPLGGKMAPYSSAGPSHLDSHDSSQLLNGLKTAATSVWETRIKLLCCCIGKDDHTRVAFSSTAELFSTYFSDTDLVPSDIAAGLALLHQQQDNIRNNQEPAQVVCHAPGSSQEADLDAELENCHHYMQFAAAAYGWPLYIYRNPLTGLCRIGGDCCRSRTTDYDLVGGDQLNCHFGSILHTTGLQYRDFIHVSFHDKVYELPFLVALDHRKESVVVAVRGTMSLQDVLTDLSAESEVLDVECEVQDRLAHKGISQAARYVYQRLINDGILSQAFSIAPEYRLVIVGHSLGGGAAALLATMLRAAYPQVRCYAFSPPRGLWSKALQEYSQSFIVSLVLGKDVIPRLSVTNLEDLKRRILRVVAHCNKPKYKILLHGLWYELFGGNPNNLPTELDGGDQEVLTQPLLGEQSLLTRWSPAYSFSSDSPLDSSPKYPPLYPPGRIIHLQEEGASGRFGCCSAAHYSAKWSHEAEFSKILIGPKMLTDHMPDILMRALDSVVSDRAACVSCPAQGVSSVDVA
CAL PDZ FP-2: blocks peptide binding to the human CAL PDZ domain. Q9HD26. purified CAL PDZ, TMR-peptide fluorescence polarization, 1 h. inhibition, % at 24.9 µM. 300,000 tested, 0.92% active. AID 602252;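 active = mean inhibition of at least 30% with at least half of replicates also reaching 30%; inconclusive = no clear call, values can overlap the other calls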;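 note: 0% = DMSO neutral control and 100% = excess unlabeled competitor peptide PRC23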
Cardiac RTF inh: cardiac RTF calcium desensitization; P19429+P45379; IANBD-labeled cardiac RTF, Ca2+ fluorescence; inhibition, % at 7.15 µM; 340,000 tested, 0.12% active;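 active = inhibition above the mean inhibition of all tested compounds plus 3 SD, cut at about 17% in these data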;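 note: assay run at fixed EC70 calcium of 1.6 mM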
RTF Ca sens act: cardiac RTF calcium sensitization | activation, % at 7.2 µM | P19429+P45379 | IANBD-labeled TnC RTF fluorescence at EC20 calcium; 0% EC20 calcium, 100% full calcium | 340,000 tested, 0.24% active;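 active = activation above the mean over all tested compounds plus 3 SD, cut at about 30% in these data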;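 note: rise in fluorescence read as greater calcium sensitivity of cardiac thin filaments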
* = called active by the depositor; u = inconclusive; x = not tested or not shown.

1: C=CCSC1=C(C#N)C(c2cccc(OC)c2)CC(=O)N1 (stereo not drawn)
2: CCNC(=S)N/N=C(\C)c1ccc2ccccc2c1OC(F)F
3: Cc1ccc(S(=O)(=O)N(C)C)cc1NC(=O)c1cncc(Br)c1
4: CCCCOC(=O)/C=C/c1ccc(OC(=O)OC)c(OC(=O)OC)c1
5: CN(CC(=O)Nc1ccccc1Br)C(=O)c1ccccc1Cc1ccccc1
6: O=C(CNc1ccccc1C(=O)O)c1ccccc1
7: Cc1ccc(C(=O)/C=C/c2cc(C#N)n(C)c2C)cc1
8: N#Cc1ccccc1NC(=O)CSc1nccn1CCc1ccccc1

assay / entry,1,2,3,4,5,6,7,8
LANA DNA inh,7.8,1.6,0.6,1.5,2.6,0.4,-1.4,-0.5
Keap1-Nrf2 PPI,-5,-5,-3,-4,-5,-6,-3,-1
PKA-R2B activ,1,0,-6,-7,-13,-4,-3,-5
Rtt109 Vps75,1,-1,3,-8,0,12,2,8
CAL PDZ FP-1,-0.3,0.3,-0.1,-2.9,-0.9,-1.5,0.5,-1.1
SR-BI uptake up,7,-58,-4,26,-13,19,-19,-10
DAGLB inhibitor,-2,-4,-3,5,-3,2,-7,-1
CAL PDZ FP-2,-4,-1,-3,-6,1,x,-1,x
Cardiac RTF inh,-9,-5,0,-12,-7,-5,-7,-4
RTF Ca sens act,3,3,-2,-1,-2,5,-2,-2

9: Cc1ccc(C)c(N(C(=O)Cc2cccs2)C(C(=O)NC2CCCC2)c2ccc(C)o2)c1 (stereo not drawn)
10: O=C(Cc1ccccc1)Nc1cccc(NC(=O)c2cccs2)c1
11: Cc1ccc2c(c1)N(CCCC(=O)NCCCN1CCCC1=O)C(=O)CO2
12: O=C(NCCCn1ccnc1)c1cn(-c2ccccc2)nc1-c1ccc(F)cc1
13: CC(c1ccccn1)N(C)C(=O)c1ccc2nc(Cc3ccccc3F)oc2c1 (stereo not drawn)
14: CN1CCN(/C=N/c2c(C#N)cnn2C)CC1
15: Cc1[nH]nc(SCC(=O)NCC(C)C)c1[N+](=O)[O-]
16: CCCCOc1ccc(-c2ncc(N)cn2)cc1

assay / entry,9,10,11,12,13,14,15,16
LANA DNA inh,0.6,1.1,-2.2,-0.6,-0.7,1.0,-1.1,-2.3
Keap1-Nrf2 PPI,1,4,1,-7,-3,0,-4,0
PKA-R2B activ,-7,-14,6,2,-8,-4,-4,1
Rtt109 Vps75,0,-3,-18,x,3,-2,-11,-7
CAL PDZ FP-1,-0.4,-4.0,-0.2,-3.4,-2.8,1.0,-0.7,-0.9
SR-BI uptake up,9,-2,4,-4,-1,14,x,313*
DAGLB inhibitor,0,0,-6,3,-3,1,0,-7
CAL PDZ FP-2,-3,-3,x,-3,-2,x,-4,x
Cardiac RTF inh,-3,3,-6,6,-1,1,-11,-1
RTF Ca sens act,1,1,0,-5,5,-1,-2,4

17: O=C(O)C1CC(=O)N(CCc2ccccc2)C1 (stereo not drawn)
18: COc1c(Cl)cc(Cl)cc1/C=N/n1cnnc1
19: CCOC(=O)CC(=O)CSc1nnc2sc3ccccc3n12
20: COc1cccc(C(=O)OCC(=O)Nc2ccccc2N2CCOCC2)c1
21: N#CC(c1ccccc1)(c1ncc(C(F)(F)F)cc1Cl)N1CCOCC1 (stereo not drawn)
22: COC(=O)CSc1[nH]c2ccc(Br)cc2c1[N+](=O)[O-]
23: COc1ccc(C(=O)COC(=O)COc2cccc3c2OC(C)(C)C3)c(OC)c1
24: CS(=O)(=O)N1CCCC(C(=O)Nc2cccc(F)c2)C1 (stereo not drawn)

assay / entry,17,18,19,20,21,22,23,24
LANA DNA inh,0.2,-0.1,-0.3,1.7,-0.8,-1.1,-2.4,x
Keap1-Nrf2 PPI,1,1,-5,-6,3,2,-9,-2
PKA-R2B activ,2,9,-22,-3,-14,1,-4,-7
Rtt109 Vps75,9,-6,3,4,-17,-3,-1,8
CAL PDZ FP-1,-0.7,x,-0.5,-2.5,0.5,0.0,-0.9,0.4
SR-BI uptake up,15,4,17,-3,38,-2,-15,23
DAGLB inhibitor,0,1,0,-3,-2,-1,-4,-2
CAL PDZ FP-2,2,-4,2,-3,x,-2,-3,5
Cardiac RTF inh,2,-13,-5,2,2,-3,-7,0
RTF Ca sens act,-3,0,6,5,-3,-3,-5,1

25: Cc1ccc(NC(=O)CNC2CCS(=O)(=O)C2)cc1C (stereo not drawn)
26: COCCNC(=S)N(CCc1c(C)[nH]c2ccc(OC)cc12)Cc1cccnc1
27: COc1ccccc1/C=N/Nc1cc(C)nc2ccc(C)cc12
28: COc1ccc(C2NC(=O)c3n[nH]c(C)c32)c(OC)c1 (stereo not drawn)
29: C=CCN1C(=O)C2C3CC(=O)C(c4ccccc43)C2C1=O (stereo not drawn)
30: C/C(=N\N=C1\NC(=O)CS1)c1cccs1
31: COc1ccc(Cc2noc(CN3CCNC(=O)CC3)n2)cc1OC
32: CCOC(=O)C1=NN(C(=O)Nc2cccc(C(F)(F)F)c2)C2C(=O)N(c3cccc(C(F)(F)F)c3)C(=O)C12 (stereo not drawn)

assay / entry,25,26,27,28,29,30,31,32
LANA DNA inh,0.2,x,2.3,-0.2,1.2,1.6,-1.0,0.7
Keap1-Nrf2 PPI,-2,x,-4,-3,-6,2,1,-5
PKA-R2B activ,-1,0,7,8,x,1,3,-3
Rtt109 Vps75,-2,-4,1,-1,u,x,0,8
CAL PDZ FP-1,-0.4,-0.2,-1.1,-1.7,0.2,-0.8,-2.9,-1.8
SR-BI uptake up,8,31,-31,x,9,2,28,14
DAGLB inhibitor,1,-3,-3,0,x,-1,2,-4
CAL PDZ FP-2,-2,-5,-1,x,2,-5,-3,1
Cardiac RTF inh,-2,-8,-4,-2,x,2,10,-16
RTF Ca sens act,5,-7,0,-2,x,3,0,0

33: c1ccc(-c2noc(CC3CCCCC3)n2)cc1
34: COc1ccc(Nc2nc(Cl)nc(Nc3ccc(OC)cc3OC)n2)c(OC)c1
35: COc1ccccc1C(=O)NCc1ccccn1
36: Cc1cc(O)c(C(C)C)cc1N=Nc1ccccc1C(=O)O
37: Cc1ccnc(NC(=O)c2ccc([N+](=O)[O-])s2)c1
38: CCOc1ccccc1NC(=O)CSc1nnnn1-c1ccc(C(=O)OC)cc1
39: Cc1ccc(C(C(=O)Nc2ccc3c(c2)OCO3)N(C)C(=O)/C=C\c2ccc3c(c2)OCO3)cc1 (stereo not drawn)
40: CCOc1ccc(Br)cc1S(=O)(=O)NCCN(C)C

assay / entry,33,34,35,36,37,38,39,40
LANA DNA inh,0.1,-0.9,-1.2,-3.2,0.1,0.6,0.7,-0.1
Keap1-Nrf2 PPI,-7,0,-3,-8,4,-3,-2,-5
PKA-R2B activ,-8,x,2,-8,-10,4,-20,-5
Rtt109 Vps75,3,-2,-10,10,8,-2,1,-5
CAL PDZ FP-1,-0.7,0.6,0.4,1.1,-1.2,0.2,-0.5,x
SR-BI uptake up,-2,-44,11,-4,13,x,-8,19
DAGLB inhibitor,0,x,0,31,0,-3,-2,1
CAL PDZ FP-2,40*,1,-6,1,-5,-3,x,-2
Cardiac RTF inh,-6,x,4,-3,7,-22,-13,3
RTF Ca sens act,-6,x,4,-2,-2,2,-13,10

41: CCOC(=O)N/N=C(/c1ccccc1)C1CCCCC1
42: COc1ccc(C(=O)NNC(=O)C23CC4CC(CC(C4)C2)C3)cc1OC
43: Cc1cccc(OCC(=O)O/N=C(\N)Cc2cccs2)c1
44: CCOC(=O)N1CCN(C(=O)c2ccc(S(=O)(=O)Nc3cccc(C(F)(F)F)c3)cc2)CC1
45: N#Cc1nc(COc2ccc(-c3ccccc3)cc2)oc1NCCCN1CCOCC1
46: Cc1[nH]ccc(=O)c1Cc1c(Cl)cccc1Cl
47: Cc1cc(C)c(NS(=O)(=O)c2ccc(NC(=O)CCC(=O)O)cc2)c(C)c1
48: COc1ccc2nc(NC(=O)c3c(C)noc3C)sc2c1

assay / entry,41,42,43,44,45,46,47,48
LANA DNA inh,0.3,-0.5,3.0,0.8,1.3,-1.9,0.8,-1.2
Keap1-Nrf2 PPI,4,1,2,-3,-4,-3,3,-1
PKA-R2B activ,0,-15,2,-14,2,2,3,-5
Rtt109 Vps75,-6,3,4,4,5,7,-3,-2
CAL PDZ FP-1,-2.5,0.7,-2.1,-2.8,-2.0,-1.4,x,-1.7
SR-BI uptake up,8,22,26,-13,-12,5,11,-13
DAGLB inhibitor,3,-1,-9,4,-2,0,-1,-11
CAL PDZ FP-2,-2,-6,-1,-3,1,-6,-4,0
Cardiac RTF inh,-12,-3,-10,3,-1,-10,8,-5
RTF Ca sens act,5,-6,2,-3,4,1,-6,-2

49: O=C(Nc1ccccc1)C1=C[C@@H](c2coc3ccccc3c2=O)C[C@@H](OCc2ccc(CO)cc2)O1
50: CCOC(=O)c1c(NC(=O)Cc2cccs2)sc(C(=O)NC2CCCCC2)c1C
51: Cc1ccc(C(=O)N/N=C\c2sccc2C)cn1
52: O=C(CSc1nnc2ccc(-c3ccc(F)cc3)nn12)N1CCOCC1
53: O=C(c1cc2cc(F)ccc2[nH]1)N1CCN(Cc2ccc3c(c2)OCO3)CC1
54: CCOC(=O)c1[nH]c(C)c(C(=O)Nc2ccc(Cl)cc2)c1C
55: COc1ccc(Cl)cc1NS(=O)(=O)c1cccc2cccnc12
56: CCCn1cnc2cc(NCc3ccccn3)ccc21

assay / entry,49,50,51,52,53,54,55,56
LANA DNA inh,2.5,0.7,-1.6,-0.9,-0.2,0.2,2.5,0.6
Keap1-Nrf2 PPI,-1,-8,-6,0,-3,-2,2,1
PKA-R2B activ,-1,-1,9,-5,13,-3,-4,-5
Rtt109 Vps75,4,0,-9,0,9,-5,-2,17
CAL PDZ FP-1,-1.1,x,-4.3,-3.0,0.2,0.4,0.0,0.0
SR-BI uptake up,5,-25,3,-1,-17,-24,12,4
DAGLB inhibitor,-2,-2,0,-2,1,-2,0,-1
CAL PDZ FP-2,-2,14,-4,-7,1,x,-4,x
Cardiac RTF inh,-17,-4,-12,-1,-7,-9,-9,2
RTF Ca sens act,-6,7,-3,-3,4,4,4,-3

Record cards, as listed above. Screens in order: LANA DNA inh | Keap1-Nrf2 PPI | PKA-R2B activ | Rtt109 Vps75 | CAL PDZ FP-1 | SR-BI uptake up | DAGLB inhibitor | CAL PDZ FP-2 | Cardiac RTF inh | RTF Ca sens act
Results for CCOC(=O)c1[nH]c(C)c(C(=O)Nc2ccc(Cl)cc2)c1C : 0.2 | -2 | -3 | -5 | 0.4 | -24 | -2 | x | -9 | 4
Results for CCCn1cnc2cc(NCc3ccccn3)ccc21 : 0.6 | 1 | -5 | 17 | 0.0 | 4 | -1 | x | 2 | -3
Results for COc1ccc(Cl)cc1NS(=O)(=O)c1cccc2cccnc12 : 2.5 | 2 | -4 | -2 | 0.0 | 12 | 0 | -4 | -9 | 4

Screening results from PubChem.
